Assay outcomes (PubChem BioAssay)
Tn7 DDE FP: DD(E)-Tn7 binding inhibition, primary FP screen | P02675 | FP displacement of FITC-Tn7 peptide from fibrin DD(E); 0% = median of compound wells per plate | 0.13% of 370,000 active | inhibition, % at 8.3 µM | AID 720508;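 active means inhibition above the mean of compounds falling within the control limits plus 3 SD of them, cut at about 14% in these data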;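 further: 0% = plate median of compound wells and 100% = 10 µM Aha-Tn7 peptide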
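system = human fibrin DD(E) protein | quantity = DD(E) 2 µM final | medium = Tris/NaCl/CaCl2 buffer, pH 7.8 | also added = labelled Tn7 tracer, 0.1 µM | compound dosing = single point at 8.3 µM | timing = compound with protein 10 min, then 3 h after probe, room temperature | signal = FP measurement | benchmarks = Aha-Tn7 high control | repeats = one replicate per compound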
UHRF1 MBD2 ctr: human UHRF1 methylated DNA binding inhibitors. Q96T88. UHRF1 binding to methylated oligo, TR-FRET. inhibition, % at 4.4 µM. 0.75% of 370,000 active. AID 687016; in the data active means inhibition above about 21%;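 further: UHRF1 SRA domain binding a hemimethylated CpG hairpin DNA probe; 0% = median of test compound wells and 100% = reference inhibitor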
Target sequence (Q96T88 whole entry, looked up, the tested form may be a part): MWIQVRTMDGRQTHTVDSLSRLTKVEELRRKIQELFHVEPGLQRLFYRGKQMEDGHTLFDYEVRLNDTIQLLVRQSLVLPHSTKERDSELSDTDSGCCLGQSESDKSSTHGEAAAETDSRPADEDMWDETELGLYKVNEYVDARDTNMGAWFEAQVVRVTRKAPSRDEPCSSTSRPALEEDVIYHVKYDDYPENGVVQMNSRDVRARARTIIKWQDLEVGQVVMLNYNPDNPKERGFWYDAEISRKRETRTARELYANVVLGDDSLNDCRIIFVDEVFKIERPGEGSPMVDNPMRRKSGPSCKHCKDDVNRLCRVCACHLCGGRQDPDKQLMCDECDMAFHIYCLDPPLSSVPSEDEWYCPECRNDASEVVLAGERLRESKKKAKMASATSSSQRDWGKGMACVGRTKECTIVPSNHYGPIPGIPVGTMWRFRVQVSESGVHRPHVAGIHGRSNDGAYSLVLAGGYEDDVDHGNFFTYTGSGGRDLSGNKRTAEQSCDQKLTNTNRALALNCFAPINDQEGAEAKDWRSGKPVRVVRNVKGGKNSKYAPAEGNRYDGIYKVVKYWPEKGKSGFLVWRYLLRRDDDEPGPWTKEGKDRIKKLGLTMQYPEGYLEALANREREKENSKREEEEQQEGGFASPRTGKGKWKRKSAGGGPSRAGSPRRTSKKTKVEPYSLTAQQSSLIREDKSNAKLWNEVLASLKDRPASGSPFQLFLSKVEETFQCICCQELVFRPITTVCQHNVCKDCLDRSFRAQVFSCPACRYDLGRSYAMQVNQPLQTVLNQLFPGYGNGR
Tn6 DDE FP: inhibitors of Tn6 peptide binding to human fibrin DD(E); AID 720509; 0.21% of 370,000 active; Fibrin DD(E) TRITC-Tn6 fluorescence polarization displacement; P02675; inhibition, % at 8.3 µM;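 active means inhibition above a per-campaign cutoff: mean of compounds within control limits plus 3 SD, cut at about 15% in these data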;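 further: 0% = median of all compound wells on the plate and 100% = blocking peptide control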
MBD2 DNA inh: MBD2-methylated oligo binding inhibition | TR-FRET, MBD2 binding to methylated oligonucleotide | inhibition, % at 4.4 µM | 0.31% of 370,000 active | AID 686964; in the data active means inhibition above about 13%
PRMT1 inh: blocks human protein arginine methyltransferase 1; 1.3% of 370,000 active; Q99873; inhibition, % at 2.79 µM; recombinant PRMT1, activity-based probe fluorescence polarization;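 active means inhibition above about 21% made by adding two undisclosed values, limit read from the data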
SIAE inh: inhibitors of human sialic acid acetylesterase SIAE; Q9HAT2; SIAE FP-Rh probe binding, fluorescence polarization; inhibition, % at 9.66 µM; 0.69% of 370,000 active; AID 1053197;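 active means inhibition above a cutoff: mean of compounds within the control limits plus 3 SD of those, cut at about 17% in these data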;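 further: 0% = plate median of compound wells and 100% = probe without SIAE protein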
proKLK7 act: activators of human kallikrein-7 zymogen; P49862; 0.9% of 370,000 active; activation, % at 7 µM; purified proKLK7, EDANS-DABCYL substrate fluorescence; 100% is mature enzyme control, 0% vehicle;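 active means activation above the mean of all tested compounds plus 3 SD, computed per campaign excluding outliers beyond control limits, cut at about 13% in these data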
Target sequence (P49862 whole entry, looked up): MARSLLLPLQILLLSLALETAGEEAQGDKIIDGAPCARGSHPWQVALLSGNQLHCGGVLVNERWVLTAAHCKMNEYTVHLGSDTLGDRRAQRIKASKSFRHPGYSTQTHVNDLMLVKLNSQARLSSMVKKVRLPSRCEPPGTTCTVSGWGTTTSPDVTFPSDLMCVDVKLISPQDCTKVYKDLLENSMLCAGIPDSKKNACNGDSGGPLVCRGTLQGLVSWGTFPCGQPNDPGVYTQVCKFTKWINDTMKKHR
TCR CD3 inh: inhibitors of human TCR-CD3 interaction; 0.37% of 360,000 active; inhibition, % at 9.4 µM; TAMRA-labeled TCR probe fluorescence, biochemical; in the data active means inhibition above about 19%;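 further: recombinant mutant TCR 2C K166C tagged with TAMRA read by polarization; 0% = receptor in buffer alone and 100% = receptor with positive control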
LEDGF integ inh: blocks HIV-1 LEDGF/p75-dependent DNA integration; TR-FRET IN-LEDGF/p75 DNA integration, Eu/Cy5; inhibition, % at 3.7 µM; 0.64% of 370,000 active;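 active means inhibition above the screen-wide mean plus 3 SD, cut at about 13% in these data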;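 further: signal is the Cy5 over europium emission ratio at 671 and 618 nm; 0% = plate median of compound wells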
TDP2 absorb: TDP2 (human) inhibition, absorbance primary screen. O95551. recombinant TDP2, T5PNP hydrolysis, p-nitrophenol absorbance 415 nm. 0.34% of 370,000 active. inhibition, % at 12.8 µM;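 active means inhibition above the mean of all tested compounds plus 3 SD, set per campaign, cut at about 25% in these data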;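 further: 0% = DMSO with enzyme and 100% = buffer with substrate but no TDP2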
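Assay system: recombinant human TDP2 / Reagent: T5PNP substrate at 5 mM, a TopII-DNA adduct mimic / Measured by: epi absorbance from released p-nitrophenol / Evaluation: % inhibition relative to enzyme-containing and enzyme-free wells / Control set: enzyme-free and DMSO wells / Replicates: each compound tested once, singlicate / Schedule: enzyme reaction with compound for 2 h at 37 °C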
Numbers without * were called inactive.

SMILES	Tn7 DDE FP	UHRF1 MBD2 ctr	Tn6 DDE FP	MBD2 DNA inh	PRMT1 inh	SIAE inh	proKLK7 act	TCR CD3 inh	LEDGF integ inh	TDP2 absorb
S=C1SCN(Cc2ccccn2)CN1Cc1ccco1	-7.5	-4.2	-3.2	-0.3	29.7*	8.6	-0.2	5.4	8.7	8.7
CCc1c(C(=O)NNC(=S)NCC2CCCO2)csc1C (stereo unspecified)	-6.2	0.5	-2.5	-5.5	0.3	3.4	0.0	5.4	-4.2	0.1
C[C@H](NC(=O)c1nc[nH]c1C(=O)N1CCN(c2ccccc2)CC1)c1ccccc1	-3.5	0.4	-2.9	-0.2	1.2	-4.3	-0.1	1.7	0.7	-2.2
COc1ccc(N2CCN(c3ncnc4scc(-c5ccc(F)cc5)c34)CC2)cc1	4.2	-0.6	-4.9	-3.1	-2.2	10.2	0.6	2.7	0.3	-10.1
C/C(=N\O)C(=O)NCc1ccccn1	10.4	-0.8	2.7	-3.2	-0.6	2.1	0.3	-4.2	0.8	-12.2
CC(=O)Nc1ccc(C(=O)N/N=C/c2cc(Br)cc(Br)c2O)cc1	-7.5	-0.1	-3.9	4.2	1.1	32.7*	-0.5	39.6*	-4.2	0.0
CCCOc1ccc(C(=O)N2CCN(c3ccc(N)cc3Cl)CC2)cc1	-2.2	2.0	-0.3	0.5	2.9	4.6	-0.6	2.5	-5.4	-5.6
O=C(CC1NC(=O)NC1=O)Nc1cccc2ccccc12 (stereo unspecified)	-0.5	0.0	-7.0	-4.1	-1.6	14.3	0.5	-2.2	-1.4	2.4
CCOC(=O)C1(Cc2cccc(OC)c2)CCN(C/C=C/c2ccccc2)CC1	10.4	32.5*	2.6	2.6	-0.3	4.9	0.5	-5.1	-2.1	-7.0
CC12CCC(O)CC1=CCC1C2CCC2(C)c3[nH]ncc3CC12 (stereo unspecified)	0.0	-1.7	14.7	0.1	-0.1	-7.3	0.3	3.5	0.1	-1.9
CNS(=O)(=O)c1cccc(C(=O)OCC(=O)c2cc3ccccc3o2)c1	-6.2	-1.1	-1.8	-2.6	-2.9	2.2	-0.1	-6.2	2.3	2.0
NC1=NN=C(N2N=C(c3ccc(Br)cc3)CC2(O)C(F)(F)F)n2ncnc2C1 (stereo unspecified)	6.2	-3.7	2.1	2.6	-1.8	2.2	-1.4	-3.0	0.4	1.0
CN(CCC#N)C(=O)COc1ccc(Br)cc1Cl	-2.2	0.8	-1.6	-1.0	-1.8	6.2	0.2	0.6	0.8	6.3
CS(=O)(=O)N1CCC(C(=O)Nc2ccc(Cl)cc2Cl)CC1	-0.7	-0.4	-2.1	1.5	1.2	2.8	0.0	-1.3	1.5	11.1
Cc1nn(-c2ccccc2)c(C)c1N	6.1	5.8	-1.0	4.2	-9.0	2.5	-0.8	-2.3	0.6	-5.9
O=C1OC(/C(=C\Nc2cc(Cl)ccc2O)[N+](=O)[O-])c2ccccc21 (stereo unspecified)	-1.2	-14.2	1.6	-14.1	29.0*	4.5	0.5	-0.7	9.9	1.4
Cc1ccc(-c2ccccc2NC(=O)CCl)o1	2.7	-0.3	-0.2	-0.3	9.1	4.4	-4.6	2.2	1.1	-3.0
CN=c1scc(-c2ccco2)n1/N=C/c1ccc(O)c(O)c1	1.6	5.7	-1.6	-5.0	9.3	-2.3	-8.6	15.4	9.8	-8.5
COc1ccc(-c2csc3nc(-c4cccnc4)nc(Cl)c23)cc1OC	-13.9	2.3	-5.4	2.4	7.3	-11.9	0.4	-2.6	1.1	-3.5
O=C(CCCc1ccccc1)Nc1ccccn1	10.8	-1.1	-9.5	-2.5	-3.3	3.6	0.3	4.1	-1.3	7.2
Cc1ccc(S(=O)(=O)NC2CC3CCC2C3)cc1 (stereo unspecified)	-8.3	0.8	4.8	-1.2	-0.6	0.1	-0.5	-5.0	-3.0	-7.0
COc1ccc(CCC(=O)N2CCCC(Nc3ccc(C)c(C)c3)C2)cc1OC (stereo unspecified)	8.6	1.3	2.9	-1.8	-2.8	17.3*	0.7	-2.1	0.7	-11.0
O=C(COn1nnc2ccc(S(=O)(=O)N3CCOCC3)cc21)Nc1c(F)c(F)c(F)c(F)c1F	4.7	-1.0	5.2	-4.2	-3.5	3.6	-0.9	6.5	4.0	9.1
COc1ccc(C(=O)OCC(=O)NC(C)CCc2ccccc2)cc1 (stereo unspecified)	-4.2	-1.5	5.0	1.6	-4.0	1.8	-0.3	12.1	2.8	-6.3
COc1ccc(NS(=O)(=O)c2cc(C)ccc2NC(=O)c2cc(C)oc2C)cc1	3.5	2.5	-7.8	-6.7	-2.0	-15.4	0.3	5.3	-1.2	-3.4

A few values from the results shown:
SIAE inh, `CCCOc1ccc(C(=O)N2CCN(c3ccc(N)cc3Cl)CC2)cc1` reads 4.6
proKLK7 act, `C[C@H](NC(=O)c1nc[nH]c1C(=O)N1CCN(c2ccccc2)CC1)c1ccccc1` reads -0.1
LEDGF integ inh, `CS(=O)(=O)N1CCC(C(=O)Nc2ccc(Cl)cc2Cl)CC1` reads 1.5

The listing continues.
SMILES	Tn7 DDE FP	UHRF1 MBD2 ctr	Tn6 DDE FP	MBD2 DNA inh	PRMT1 inh	SIAE inh	proKLK7 act	TCR CD3 inh	LEDGF integ inh	TDP2 absorb
COc1ccccc1C=C(C(=O)c1ccccc1)c1ccccc1	-2.1	1.7	-4.2	0.9	0.0	-3.0	0.2	-2.2	-2.3	1.1
O=C(Nc1ccc2c(c1)OCO2)c1ccc2sc([C@H]3C[C@H](O)[C@@H](CO)O3)nc2c1	3.9	17.3	-6.8	5.7	1.3	-6.0	0.2	-0.7	-2.0	3.2
O=C(CSc1nccc(=O)[nH]1)NCc1ccco1	3.7	33.5*	-3.5	1.8	4.1	1.9	-0.5	0.2	2.0	10.0
C[C@@H]1CN([C@@H](C)CO)C(=O)c2cc(Br)cnc2O[C@H]1CN(C)S(=O)(=O)c1cccs1	-0.8	2.2	1.0	3.0	6.0	4.5	0.2	-3.7	-0.9	-5.1
COc1ccc(-c2cc(C(=O)N3CCCC(C(F)(F)F)C3)c3ccccc3n2)cc1 (stereo unspecified)	-6.5	5.5	-8.0	3.4	7.8	1.0	-19.1	-6.5	-4.2	-7.6
COc1ccc(NC(=O)c2cc(S(=O)(=O)N3CCCC3)cn2C)cc1Cl	2.4	2.2	-7.0	-0.6	-4.2	-3.8	-0.6	2.5	1.1	-4.2
CC(C)(C)C(=O)COC(=O)c1ccc2c(c1)C(=O)N(Cc1ccco1)C2=O	-2.0	-1.7	-1.1	4.1	-0.8	2.2	0.2	-0.1	4.7	3.7
COc1ccc(NC(=O)CN(C)C(=O)/C=C/c2cn(Cc3ccccc3)nc2-c2cccnc2)cc1	3.3	0.4	-0.2	-0.1	1.1	2.1	-0.4	-2.3	0.4	-12.1
COc1ccc2cc(C3CC(c4cccs4)=NN3C(C)=O)c(Cl)nc2c1 (stereo unspecified)	2.5	0.7	3.2	4.3	1.6	-5.1	-0.8	-3.7	-7.1	-2.5
COc1cccc(NC(=O)Nn2cnnc2)c1	-4.2	-0.8	-2.4	-1.5	-1.7	-2.3	0.3	6.3	2.2	9.2
C=CCNC(=S)NNC(=O)c1cccn(Cc2ccc(Cl)cc2Cl)c1=O	-4.8	-4.2	-2.1	-5.6	0.0	4.8	21.8*	19.8*	-0.8	3.8
Cn1ncc2c(Nc3cccc4ccccc34)ncnc21	4.2	0.4	4.6	-0.8	0.4	0.3	-1.0	-9.8	1.1	-3.9
Cc1cc(C)c(C#N)c(SCS(=O)Cc2ccccc2)n1 (stereo unspecified)	-2.4	-3.4	0.8	-7.0	1.2	5.1	-0.4	2.9	3.0	-7.3
COc1ccc(S(=O)(=O)N2CCOCC2)cc1NC(=O)CN1C(=O)NC(C)(C2CC2)C1=O (stereo unspecified)	5.9	-2.1	2.6	-1.5	0.8	-1.6	0.4	1.3	-3.1	3.7
COc1ccc(C2/C=C\CN(C(=O)NC34CC5CC(CC(C5)C3)C4)CC(=O)N2Cc2ccc(F)cc2)cc1 (stereo unspecified)	3.0	-1.1	-2.5	-3.5	-2.5	-4.7	-0.3	-12.3	1.7	-8.4
COc1cc(NS(=O)(=O)c2ccc(C)cc2)c2c(c1N)C(=O)c1ccccc1C2=O	-7.2	19.1	-0.7	10.6	0.1	-14.1	-0.2	-19.2	4.5	2.6
Cc1c(NS(=O)(=O)c2cccc(C(=O)NCc3cccc(Cl)c3)c2)c(=O)n(-c2ccccc2)n1C	1.4	3.6	6.5	8.2	2.5	0.0	0.1	-1.3	-4.4	-4.9
CCC(c1ccccc1)c1nc(-c2cccnc2)no1 (stereo unspecified)	4.4	-3.5	0.0	-5.8	-1.4	3.7	0.1	2.2	2.5	-11.2
CC(=O)c1ccc(NC(=O)CN2CCC(C(=O)c3ccc(F)cc3)CC2)cc1	5.1	4.8	3.7	-2.3	0.5	6.1	0.4	-2.4	-3.7	-13.1
O=C(NCCc1ccccc1)c1ccc(NC(=O)C2CCCC2)cc1	-7.5	-1.7	7.7	-5.0	-4.1	-1.8	0.2	5.7	-1.6	0.3
CCCC(=O)NC(=S)Nc1cccc(Cl)c1N1CCCCC1	2.4	-0.1	0.4	1.9	0.5	-14.7	0.1	7.7	-2.5	-10.6
CCc1ccccc1NC(=O)C1=CC(c2cccs2)=NS(=O)(=O)N1C	6.4	0.4	-3.8	4.2	6.8	5.2	-2.1	-2.7	0.2	-1.6
O=C(c1ccco1)N1CCN(Cc2nnc(-c3ccccc3)o2)CC1	1.0	1.9	0.7	1.9	4.9	-8.3	0.4	-7.8	-3.1	21.1
CCC(=O)Nc1sc(C(=O)Nc2ccccc2)c(C)c1C(=O)OC	-4.2	-2.2	2.5	-2.2	1.0	-2.5	-0.3	3.5	1.0	6.8
c1ccc2c(c1)nc(NCC1CCCO1)c1nnnn12 (stereo unspecified)	-0.1	0.3	0.9	2.4	5.4	5.8	3.8	0.6	-3.7	-2.9
Cc1noc(C)c1S(=O)(=O)N1CCN(c2ccc(Cl)cc2)CC1	2.3	0.9	6.4	0.3	0.5	0.3	0.3	11.1	1.2	4.9
CC(C)(c1ccc(O)c([N+](=O)[O-])c1)c1ccc(O)c([N+](=O)[O-])c1	3.3	-0.5	-6.0	-1.6	-1.1	3.2	-1.2	3.9	0.3	7.6
O=C(OCc1nnc(-c2ccccc2)o1)c1ccc(S(=O)(=O)NCc2ccco2)cc1	1.5	-0.2	7.0	-2.5	0.2	-0.3	0.8	5.2	4.6	-7.0

Quoted at random: 2 compounds from above
SMILES	Tn7 DDE FP	UHRF1 MBD2 ctr	Tn6 DDE FP	MBD2 DNA inh	PRMT1 inh	SIAE inh	proKLK7 act	TCR CD3 inh	LEDGF integ inh	TDP2 absorb
COc1ccc(C2/C=C\CN(C(=O)NC34CC5CC(CC(C5)C3)C4)CC(=O)N2Cc2ccc(F)cc2)cc1 (stereo unspecified)	3.0	-1.1	-2.5	-3.5	-2.5	-4.7	-0.3	-12.3	1.7	-8.4
COc1ccc(S(=O)(=O)N2CCOCC2)cc1NC(=O)CN1C(=O)NC(C)(C2CC2)C1=O (stereo unspecified)	5.9	-2.1	2.6	-1.5	0.8	-1.6	0.4	1.3	-3.1	3.7
